SENP8 inh – blocks the human protease SENP8; Q96LD8; inhibition, % at 10 µM; 1.2% of 330,000 active; AID 2540; purified SENP8, Z-RLRGG-aminoluciferin cleavage, luminescence
CCR6 antagonist – blocks CCL20-driven beta-arrestin recruitment at human CCR6; 0.49% of 340,000 active; AID 493098; CHO-K1 CCR6 PathHunter beta-arrestin, luminescence, CCL20-stimulated; P51684; inhibition, % at 20 µM;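 active means compounds whose inhibition of the agonist-driven luminescence signal at 20 µM reaches about 50%, limit read from the data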;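 further: cells stimulated with CCL20 at 14 nM final; plate controls were DMSO with CCL20 for no effect and DMSO without agonist for full effect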
Target sequence (P51684 whole entry, looked up): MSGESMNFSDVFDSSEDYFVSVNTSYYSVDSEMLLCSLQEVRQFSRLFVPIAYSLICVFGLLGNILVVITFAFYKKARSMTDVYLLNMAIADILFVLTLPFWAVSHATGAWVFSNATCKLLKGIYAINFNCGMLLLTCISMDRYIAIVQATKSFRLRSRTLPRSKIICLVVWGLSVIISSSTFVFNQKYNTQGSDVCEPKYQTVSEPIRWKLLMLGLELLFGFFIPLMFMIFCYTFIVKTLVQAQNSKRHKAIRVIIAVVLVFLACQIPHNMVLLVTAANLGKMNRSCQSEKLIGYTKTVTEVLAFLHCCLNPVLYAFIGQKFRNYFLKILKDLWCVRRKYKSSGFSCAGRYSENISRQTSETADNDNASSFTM
EBI2 block – EBI2 (human) antagonism; inhibition, % at 5 µM; AID 651636; 0.81% of 360,000 active; EBI2 beta-arrestin recruitment, luminescence, 7a,25-OHC stimulated; in the data active means inhibition above about 38%;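 further: enzyme fragment complementation signal reports receptor beta-arrestin coupling in cells; 0% = agonist plus DMSO wells and 100% = wells without agonist; some results beyond the cut were filed as inactive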
Target sequence (P32249 whole entry, looked up, the tested form may be a part): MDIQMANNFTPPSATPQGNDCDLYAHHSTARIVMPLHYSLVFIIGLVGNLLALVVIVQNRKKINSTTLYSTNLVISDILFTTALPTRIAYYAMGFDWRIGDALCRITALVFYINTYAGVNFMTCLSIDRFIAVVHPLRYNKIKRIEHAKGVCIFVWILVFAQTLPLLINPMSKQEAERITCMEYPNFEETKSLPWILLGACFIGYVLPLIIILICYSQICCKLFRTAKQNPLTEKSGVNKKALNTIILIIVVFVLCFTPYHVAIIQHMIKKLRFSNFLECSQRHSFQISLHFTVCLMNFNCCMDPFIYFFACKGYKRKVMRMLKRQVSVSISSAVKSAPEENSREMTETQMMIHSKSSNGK
697 NFkB inh – lowers PMA/ionomycin-induced NF-kB signal in 697 B cells; 0.33% of 330,000 active; inhibition, % at 4 µM; AID 435022; 697 B-cell NF-kB luciferase reporter, 16 h; in the data active means inhibition above about 35%
Apaf-1 inh – human Apaf-1 inhibition | inhibition, % at 20 µM | reconstituted apoptosome caspase-3 activity, DEVD-Rh110 fluorescence | 0.71% of 330,000 active; active means inhibition of at least 40% at 20 µM;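 further: plate controls were DMSO wells for no effect and DEVD-CHO caspase inhibitor wells for full effect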
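Material: biochemical Apaf-1 apoptosome reconstitution. Medium: Hepes buffer, pH 7.5. Also added: cytochrome c activation, bis-DEVD rhodamine 110 substrate. Timing: 30 min compound preincubation, 50 min activation, room temperature. Measured by: rhodamine 110 fluorescence at Ex 480/Em 540 nm.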
UBC13 polyUb – inhibitors of human UBC13 polyubiquitin chain formation. inhibition, % at 20 µM. 0.47% of 330,000 active. TR-FRET. AID 485273; in the data active means inhibition above about 45%, passing the limit was not always enough
Target sequence (P61088 whole entry, looked up): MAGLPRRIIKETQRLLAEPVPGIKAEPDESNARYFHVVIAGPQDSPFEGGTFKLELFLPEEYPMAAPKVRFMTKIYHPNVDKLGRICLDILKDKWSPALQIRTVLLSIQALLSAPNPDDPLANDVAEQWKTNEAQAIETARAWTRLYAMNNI
Gli-Sufu block – antagonists of Gli-Sufu signaling; Sufu-KO-LIGHT fibroblasts, Gli luciferase reporter luminescence; inhibition, % at 5 µM; 0.74% of 340,000 active; AID 588413;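 active means inhibition above about 55%, limit read from the data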;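 further: 0% = DMSO-treated cells and 100% = wells with medium but no cells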
Jurkat NFkB inh – lowers PMA/ionomycin-induced NF-kB signal in Jurkat cells | PMA/ionomycin-induced NF-kB luciferase reporter, luminescence | inhibition, % at 4 µM | 0.53% of 330,000 active
Numbers without * were called inactive; / = not tested or not shown. Unless noted, no stated cut-off is given here; in the data, active means inhibition above about 50%; inactive means the rest.

SMILES | SENP8 inh | CCR6 antagonist | EBI2 block | 697 NFkB inh | Apaf-1 inh | UBC13 polyUb | Gli-Sufu block | Jurkat NFkB inh
CCCn1c(SCc2ccc(Cl)cc2)nc2c1c(=O)[nH]c(=O)n2C | 0 | 23 | 0 | -40 | 24 | -1 | 9 | -2
CCOC(=O)CC(NC(=O)c1cccc2c1C(=O)N(Cc1cccnc1)C2)c1ccc(OCC)c(OC)c1 (centres undefined) | -8 | 8 | -5 | 11 | 2 | -7 | 19 | -10
Cc1ccc2nc(-c3ccncc3)cc(C(=O)NCc3ccccc3F)c2c1 | -8 | 1 | 5 | 9 | 19 | 6 | 7 | -4
Cc1cc(C(=O)OCC(=O)Nc2cccc(S(=O)(=O)N3CCOCC3)c2)c(C)o1 | -1 | -3 | 0 | 21 | 3 | 5 | -27 | -11
Cc1cc(OCC(=O)Nc2ccc3c(c2)OCCO3)cc(C)c1Cl | 4 | -2 | -5 | -3 | 4 | 3 | -4 | -1
CCOC(=O)c1ccc(CC(=O)c2ccc(O)c(O)c2O)o1 | -5 | -15 | -9 | -7 | 7 | -1 | 7 | 1
CCCc1cc(C(=O)O)c2ccccc2n1 | -10 | -1 | -4 | 6 | 0 | -3 | 2 | 16
Cc1ccc(C)c(NC(=S)N/N=C/C(C)c2ccccc2)c1 (centres undefined) | 0 | 11 | -8 | -2 | 12 | 9 | 4 | -4
CCOC(=O)N1CCC(NC(=O)c2ccc3snnc3c2)CC1 | 8 | 4 | -1 | -6 | -3 | -1 | 2 | 6
O=c1cc(-c2ccccc2)oc2ccc(O)cc12 | 37 | -1 | -6 | -116 | 11 | 8 | -62 | -102
Cc1cc(NC(=O)CCC(=O)N(CC(=O)NC2CCCC2)Cc2ccccc2Cl)no1 | 7 | -7 | -4 | 20 | 2 | 4 | -3 | -6
COc1cc(OC)cc(-c2sc3ccc(OC)cc3c2-c2ccc(OCCN3CCOCC3)cc2)c1 | / | 8 | 12 | -8 | 30 | / | -2 | /
CCN1C=C(C(=O)OC)C(c2cccc(OC)c2OC)C(C(=O)OC)=C1 | -2 | 2 | 5 | -2 | -16 | 19 | 3 | -3
CCCN(CC(=O)Nc1ccccc1C)C(=O)c1ccc(N2CCOCC2)c([N+](=O)[O-])c1 | -8 | 5 | -3 | 11 | -1 | -4 | -8 | 9
O=C(Nc1ccccc1N1CCCCC1)c1cccc(Cl)c1 | 5 | 10 | 6 | -3 | 11 | 8 | -21 | 3
CCOCCCn1c(=N)c(C(=O)NCc2ccc3c(c2)OCO3)cc2c(=O)n3cccc(C)c3nc21 | 8 | 22 | 15 | 33 | -9 | -16 | 23 | 0
O=C(CCCc1nc(-c2ccccc2)no1)NC1CCCCC1 | 3 | 14 | -1 | 12 | -1 | 8 | 45 | -6
COC(=O)c1ccc(C2/C(=C(/O)c3ccc(OC(C)C)cc3)C(=O)C(=O)N2c2cc(C)on2)cc1 (centres undefined) | 1 | 13 | -8 | 31 | 0 | -4 | 0 | 5
COc1ccccc1NC(=O)Cn1cnc2c1c(=O)n(C)c(=O)n2C | 4 | -7 | -4 | 1 | -4 | 8 | -1 | 5
COc1ccc(-c2c(C)nn3c(N4CCC5(CC4)OCCO5)cc(C)nc23)cc1OC | 4 | 1 | -13 | -20 | 13 | -2 | 3 | 7

Not a retest: entries from further up.
SMILES | SENP8 inh | CCR6 antagonist | EBI2 block | 697 NFkB inh | Apaf-1 inh | UBC13 polyUb | Gli-Sufu block | Jurkat NFkB inh
Cc1cc(NC(=O)CCC(=O)N(CC(=O)NC2CCCC2)Cc2ccccc2Cl)no1 | 7 | -7 | -4 | 20 | 2 | 4 | -3 | -6
COc1cc(OC)cc(-c2sc3ccc(OC)cc3c2-c2ccc(OCCN3CCOCC3)cc2)c1 | / | 8 | 12 | -8 | 30 | / | -2 | /

Going on with the list:
SMILES | SENP8 inh | CCR6 antagonist | EBI2 block | 697 NFkB inh | Apaf-1 inh | UBC13 polyUb | Gli-Sufu block | Jurkat NFkB inh
O=c1c2ccccc2nc(/C=C/c2cc(Br)ccc2O)n1CCO | 0 | -3 | 21 | 23 | -11 | 6 | 3 | 15
Cc1ccc(S(=O)(=O)NCc2ccccc2)cc1C(=O)NCC1CCCO1 (centres undefined) | -5 | 4 | 1 | -1 | 2 | 2 | -11 | 14
Cn1nnnc1SCC(=O)Nc1nn(-c2ccccc2)nc1C(N)=O | 4 | 12 | 13 | 7 | -16 | -1 | -9 | 4
CNC(=O)COC(=O)/C=C/c1cn(-c2ccccc2)nc1-c1ccc(C)o1 | -1 | 6 | 8 | 4 | 12 | 55* | -11 | -4
COC(=O)Cc1csc(NC(=O)CSc2nnc3ccccn23)n1 | -4 | -2 | -3 | 3 | -14 | -1 | -4 | 1
N#Cc1nc(-c2cccc(Cl)c2)oc1NCc1cccnc1 | -3 | 6 | -1 | -19 | 9 | 15 | -3 | 14
CC(C)NS(=O)(=O)c1ccc(OCC(N)=O)c(Cl)c1 | -3 | 2 | -2 | 4 | -4 | 6 | -3 | -4
CN(C)S(=O)(=O)c1ccc(C(=O)OCC(=O)Nc2sc3c(c2C#N)CCCCC3)cc1 | 8 | 13 | -3 | -8 | 3 | 11 | -9 | 6
O=C(NCc1ccco1)c1ccc(CS(=O)Cc2ccc(Cl)cc2)o1 (centres undefined) | 12 | 13 | 2 | 5 | -10 | 0 | 5 | -1
S=c1[nH]nc(-c2ccccc2Br)n1Cc1ccccc1 | -7 | 3 | -2 | -11 | -1 | -6 | 8 | 9

Whole records, looked up by structure.
Listed for O=C(Nc1ccccc1N1CCCCC1)c1cccc(Cl)c1 = SENP8 inh: 5; CCR6 antagonist: 10; EBI2 block: 6; 697 NFkB inh: -3; Apaf-1 inh: 11; UBC13 polyUb: 8; Gli-Sufu block: -21; Jurkat NFkB inh: 3
Listed for CCOC(=O)N1CCC(NC(=O)c2ccc3snnc3c2)CC1 = SENP8 inh: 8; CCR6 antagonist: 4; EBI2 block: -1; 697 NFkB inh: -6; Apaf-1 inh: -3; UBC13 polyUb: -1; Gli-Sufu block: 2; Jurkat NFkB inh: 6

(further entries)
SMILES | SENP8 inh | CCR6 antagonist | EBI2 block | 697 NFkB inh | Apaf-1 inh | UBC13 polyUb | Gli-Sufu block | Jurkat NFkB inh
COC(=O)c1ccccc1Nc1ccnc(Cl)n1 | -6 | -2 | 4 | 5 | -2 | 11 | -7 | 5
COc1ccc(C(=O)COC(=O)CCN2C(=O)C3CC=CCC3C2=O)c(OC)c1 (centres undefined) | -4 | 8 | -2 | 6 | 3 | 2 | -2 | -12
C/C=C/n1ccnc1CC(O)(c1ccccc1)c1ccc(C)cc1 (centres undefined) | -1 | 12 | -6 | 4 | -12 | 15 | 8 | 6
CCOc1ccc(NC(=O)CN(C)C(=O)c2ccccc2OCc2c(C)noc2C)cc1OCC | -9 | 14 | 3 | -9 | 57* | 24 | 8 | 0
CC#CCCc1nc2ccccc2c(=O)n1N | -6 | 3 | 8 | -20 | -17 | 3 | 6 | 4
O=C(COc1ccc(C(=O)Nc2ccc(Cl)cc2)cc1)NCc1ccccc1 | 1 | 9 | 33 | 17 | 5 | -3 | -1 | -12
COc1ccc(OC)c(C=NNC(=O)c2ccc(NS(=O)(=O)c3cccs3)cc2)c1 | -5 | 10 | -2 | -4 | 6 | -15 | -11 | 0
CC1CCCC(C)N1/N=C/c1ccccc1F (centres undefined) | -2 | -3 | -6 | 14 | -6 | 1 | 2 | -2
O=C1CCC(=O)N1c1nc2n(n1)C(c1ccccc1)C=C(c1ccc(Br)cc1)N2 (centres undefined) | -6 | -6 | -2 | -6 | 1 | 1 | 3 | -2
CN(C)c1cccc(Oc2nc3c(c(=O)n(C)c(=O)n3C)n2C)c1 | 10 | -8 | 1 | -34 | 4 | -21 | / | -9
Cc1nc2cc3nc(C(F)(F)F)[nH]c3cc2[nH]1 | 0 | -7 | -4 | 16 | 6 | -5 | -5 | -8
COc1ccc(C2CC(c3ccccc3)=NN2C(=O)COC(=O)CNC(=O)c2ccccc2)cc1 (centres undefined) | -2 | 10 | 12 | 3 | -1 | 18 | -7 | -5
COc1ccc(-n2c(SCC(N)=O)nnc2-c2ccccc2F)cc1 | -1 | -8 | 6 | -45 | 12 | -14 | -2 | 2
C=CCc1cccc(/C=N/n2c(C)nnc2C)c1O | -10 | -11 | -6 | -5 | 8 | -5 | -6 | -4
O=C(N1CCN(c2ccccc2)CC1)C(F)(F)C(F)(F)F | 1 | 6 | 5 | 20 | -19 | 5 | -2 | 18
Cc1cc(Cl)ccc1OCC(=O)N(Cc1ccco1)C1CCS(=O)(=O)C1 (centres undefined) | 7 | 9 | -14 | 13 | -20 | -1 | 3 | 7
C=CCn1c(SCC(=O)Nc2ccc(C(=O)O)cc2)nc2sc(C)c(C)c2c1=O | -4 | 12 | 5 | 10 | -5 | -2 | 3 | -3
CCN=C1S/C(=C\c2cn(CC(=O)NCc3ccco3)c3ccccc23)C(=O)N1CC | 7 | 18 | 3 | 23 | 7 | -2 | 18 | -11
O=C(Nc1scc(-c2ccccc2)c1C(=O)O)c1ccccc1F | 68* | -14 | -6 | -7 | -1 | -6 | 1 | -8
Cc1nn(-c2ccccc2C(=O)O)c(=O)c2ccccc12 | -3 | -2 | -4 | 14 | -11 | 4 | -1 | 6
CCc1cc2c3c(c(=O)oc2cc1OC(C)C(=O)O)CCCC3 (centres undefined) | 1 | 4 | -3 | 6 | -16 | 4 | 11 | 8
COc1ccc(S(=O)(=O)Nc2ccc3oc4ncccc4c(=O)c3c2)cc1OC | 4 | 10 | 16 | 7 | -6 | 0 | 8 | -4
CCc1nnc(NC(=O)CSc2nnc(CNC(=O)c3cc(OC)c(OC)c(OC)c3)o2)s1 | -9 | 8 | -8 | 2 | 4 | -4 | 2 | -2
CC(=O)N1c2ccc(S(=O)(=O)N3CCC(C(=O)N4CCCC(C)C4)CC3)cc2CC1C (centres undefined) | 5 | -2 | 0 | -14 | 3 | -2 | -6 | 25
CCn1ncc(/C=N/NC(=O)c2ccc3c(c2)OCO3)c1C | -5 | -10 | -10 | -2 | -7 | 3 | -19 | 37
CS(=O)(=O)Nc1nnc(SCC(=O)Nc2cccc([N+](=O)[O-])c2)s1 | 0 | 10 | -2 | 18 | -11 | 2 | 0 | 4
CS(=O)(=O)c1nncn1-c1ccccc1 | -12 | -1 | -2 | 5 | 2 | -10 | 4 | -15
C=CCn1c(/N=C/c2ccc3c(c2)OCO3)nc2ccccc21 | 3 | -7 | -8 | 2 | -4 | 4 | -2 | 10
CCOC(=O)CSc1ncnc2c1cnn2-c1ccccc1 | 19 | 20 | 1 | -4 | 9 | 18 | -8 | -1
CCN(CC)C(=O)C1CCCN(Cc2ccc(OC)c(C)c2C)C1 (centres undefined) | -1 | -1 | 13 | 17 | 0 | 10 | 4 | -6
COc1ccc(-n2c(SCC(=O)Nc3ccc(Cl)cc3)nc(O)c(Cc3ccccc3)c2=O)cc1 | 1 | 16 | 13 | 13 | 15 | -8 | -9 | -4
Cc1cc(C)c2c(=O)[nH]c(=O)n(Cc3ccccc3)c2n1 | -2 | 17 | -6 | 17 | 11 | 7 | 16 | 11
CCCCCN(C(=O)CCC(=O)OCC(=O)N1CCCC(C)C1)c1c(N)n(CCCC)c(=O)[nH]c1=O (centres undefined) | -13 | 7 | 3 | -3 | -9 | -5 | 7 | -6
O=C(O)CCCNC(=O)/C=C/c1ccco1 | -3 | 15 | -1 | 3 | -27 | -4 | -10 | 16
O=C(CCNC(=O)c1ccccc1)NCCc1ccc(Cl)cc1 | 1 | 2 | 6 | -5 | -5 | -2 | 12 | -2
Cc1nnc(SCc2cccc3ccccc23)s1 | -4 | 0 | 0 | -69 | 5 | 11 | -16 | -22
Cn1c(SCC(=O)Nc2ccc(Cl)cn2)nnc1C1CC1 | 11 | 0 | 1 | 8 | -3 | 2 | 5 | -1
CC(C)CN(CC(C)C)C(=O)CCCC(=O)N(CC(C)C)CC(C)C | 5 | 2 | 6 | -1 | 8 | -2 | 5 | 8
O=C(C1CC1)N1N=C2CCCCC2C1(O)C(F)(F)F (centres undefined) | -8 | 4 | 6 | 19 | -9 | 6 | -11 | 3
COc1cc(NC(=O)c2ccco2)c(C(=O)OCC(=O)Nc2ncc(Cl)cc2Cl)cc1OC | -8 | -1 | -9 | 0 | -2 | -25 | -1 | -14

Screening results as filed in PubChem.

A portion of the library; count on the stated rates, not on these rows.
